Screening data deposited in PubChem by several laboratories.
RAM network inh – blocks the yeast RAM network; S. cerevisiae dse1pr::URA3 reporter, 5-FOA growth OD615, 2 d; analog-sensitive cbk1-as2 kinase mutant strain; inhibition, % at 50 µM; actives 1.8% (n = 190,000);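 active means inhibition above a set limit, 3 SD over mean compound inhibition, cut at about 8.4% in these data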;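 further: 0% = DMSO-only wells with no growth and 100% = 10 µM 1-NA-PP1 full growth; inhibition rescues growth on 5-FOA so higher OD means more RAM inhibition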
Lmaj promast – reduces viability of Leishmania major promastigotes. resazurin fluorescence viability. inhibition, % at 10 µM. actives 9% (n = 200,000);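 further: promastigotes grown with compound for 44 hours at 28 °C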
G6PDH counter – L. mesenteroides G6PDH inhibition counter-screen; Purified L. mesenteroides G6PDH, diaphorase/resazurin coupled fluorescence, 45 min; inhibition, % at 5 µM; actives 0.12% (n = 200,000); AID 1020
Diaph inh CS – counter-screen for diaphorase-based assays: diaphorase inhibitors and chemical oxidizers; diaphorase resazurin-to-resorufin fluorescence, NADH, 16 min; bacterial (C. kluyveri) enzyme, not human; inhibition, % at 20 µM; actives 0.69% (n = 190,000);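 active means primary screen inhibition at 20 µM above a set limit, cut at about 50% in these data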;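 further: plate controls were DMSO with full reaction for no effect and wells lacking NADH for full effect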
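Detection: fluorescence of resorufin formed from resazurin, Ex 544/Em 590 nm; test system: Clostridium kluyveri diaphorase enzyme; amount: 0.14 U/mL diaphorase, enzyme working solution; times: 16-min room-temperature incubation before reading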
Hsp70 activator – transcriptional activators of Hsp70 | HeLa Hsp70 promoter luciferase reporter, luminescence; scaled: vehicle 0, proteasome-inhibitor control 100% | activation, % at 10 µM | actives 0.04% (n = 200,000);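 active means activation above the mean across all tested compounds plus 3 SD, cutoff set per campaign, cut at about 5.5% in these data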;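 further: 100% = MG132 at 30 µM as the positive control and 0% = DMSO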
S1P3 antagonist – S1P3 (human) receptor antagonism | Q99500 | CHO S1P3 NFAT-BLA reporter, FRET fluorescence, antagonist mode | inhibition, % at 4.98 µM | actives 0.27% (n = 170,000) | AID 485;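 active means inhibition above the plate cutoff, the mean inhibition of test wells on that plate plus 3 SD, cut at about 28% in these data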;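 further: cells challenged with S1P at its EC80 of 0.8 µM; blue over green emission ratio from cleaved BLA substrate after 4 h stimulation; 0% = S1P-stimulated wells and 100% = unstimulated DMSO-only wells; some compounds past the cut are filed as inactive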
PMI act hi M6P – activators of human phosphomannose isomerase at near-saturating mannose 6-phosphate. P34949. coupled PMI enzyme assay, resazurin fluorescence, 20 min; active compounds read high; 1 = untreated enzyme, 0 = substrate-free blank. activation factor at 20 µM. actives 0.34% (n = 190,000);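 active means activation factor of 2 or more at 20 µM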
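Test system: human phosphomannose isomerase with PGI, G6PDH, diaphorase coupling enzymes; Amount: PMI at 15 ng/mL final; Reagent: Mannose-6-phosphate 1.0 mM (near-saturating) plus 0.22 mM NADP+; Timing: 20 min, room temperature; Technique: resorufin fluorescence at Ex 544/Em 590 nm; Dosing: 20 µM single dose.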
TLR4-MyD88 BLA – blocks binding of human TLR4 to MyD88. HeLa CL3-4 TLR4/MyD88 BLA complementation, FRET ratio. inhibition, % at 8.4 µM. actives 0.18% (n = 200,000); in the data active means inhibition above about 25%;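 further: 0% = vehicle and 100% = reference inhibitor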
Target sequence (O00206 whole entry, looked up): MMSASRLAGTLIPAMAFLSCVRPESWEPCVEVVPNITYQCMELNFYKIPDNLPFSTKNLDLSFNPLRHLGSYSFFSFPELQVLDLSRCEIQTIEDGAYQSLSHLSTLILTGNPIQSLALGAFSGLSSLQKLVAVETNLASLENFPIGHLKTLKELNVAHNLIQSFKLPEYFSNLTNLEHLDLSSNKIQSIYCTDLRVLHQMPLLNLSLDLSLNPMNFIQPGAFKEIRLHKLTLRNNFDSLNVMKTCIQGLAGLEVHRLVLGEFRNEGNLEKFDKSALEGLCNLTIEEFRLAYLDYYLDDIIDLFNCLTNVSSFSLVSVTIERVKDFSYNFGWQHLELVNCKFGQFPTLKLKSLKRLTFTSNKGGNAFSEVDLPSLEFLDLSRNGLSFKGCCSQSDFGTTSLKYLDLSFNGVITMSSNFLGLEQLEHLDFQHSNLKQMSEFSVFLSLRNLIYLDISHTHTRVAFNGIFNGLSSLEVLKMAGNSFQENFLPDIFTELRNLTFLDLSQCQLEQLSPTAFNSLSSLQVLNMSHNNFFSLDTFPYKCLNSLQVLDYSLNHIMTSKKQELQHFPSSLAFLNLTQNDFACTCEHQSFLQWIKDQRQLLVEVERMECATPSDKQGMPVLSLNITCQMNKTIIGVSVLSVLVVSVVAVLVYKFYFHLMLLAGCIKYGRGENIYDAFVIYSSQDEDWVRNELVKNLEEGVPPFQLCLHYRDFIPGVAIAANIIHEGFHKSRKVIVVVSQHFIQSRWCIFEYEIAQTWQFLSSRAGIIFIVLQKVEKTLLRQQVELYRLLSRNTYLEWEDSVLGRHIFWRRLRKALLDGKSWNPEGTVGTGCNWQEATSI
Target sequence (Q99836 whole entry, looked up): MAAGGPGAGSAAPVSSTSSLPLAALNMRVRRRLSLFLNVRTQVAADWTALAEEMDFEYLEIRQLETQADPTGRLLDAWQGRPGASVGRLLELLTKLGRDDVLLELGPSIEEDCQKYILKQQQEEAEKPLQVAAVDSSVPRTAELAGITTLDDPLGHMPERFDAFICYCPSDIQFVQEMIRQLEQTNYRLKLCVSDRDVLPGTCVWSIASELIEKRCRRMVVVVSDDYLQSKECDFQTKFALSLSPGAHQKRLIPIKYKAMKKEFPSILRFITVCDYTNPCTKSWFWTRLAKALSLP
DTT redox prof – compounds producing H2O2 with reducing agent – biochemical, NIH compound library profiling, artefact control for MLSCN library redox annotation, primary screen; DTT-dependent redox cycling H2O2, phenol red/HRP absorbance; 100% = 100 µM peroxide control, 0% = buffer; activation, % at 10 µM; actives 0.03% (n = 200,000); AID 878;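 active means activation of at least 50% relative to the plate's high and low controls in the primary single-dose screen; inactive means activation below 50%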;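 further: compound incubated with DTT at 0.8 mM final as the reducing agent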
PMI act – activators of human phosphomannose isomerase | P34949 | purified human PMI, coupled resazurin fluorescence, 20 min; active compounds read high; 1 = vehicle control, 0 substrate-free wells | activation factor at 20 µM | actives 0.005% (n = 190,000) | AID 1214;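 active means activation factor of 2 or more at 20 µM, relative to plate controls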
Diaph act CS – counter-screen for diaphorase-based assays: diaphorase activators and chemical reducers; Diaphorase/resazurin coupled assay, resorufin fluorescence, 16 min; active compounds read high; 1 = vehicle wells, 0 = NADH-free wells; activation factor at 20 µM; actives 0.005% (n = 190,000); AID 1229;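 active means diaphorase activity raised at least twofold by the compound at 20 µM; inactive means activation factor below 2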
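Material: Purified diaphorase enzyme from Clostridium kluyveri | Buffer or medium: 50 mM HEPES pH 7.4 with 4.542 mM MgCl2, 0.005% Tween 20 | Times: 16 min enzyme reaction, ambient temperature | Signal: Red resorufin fluorescence at 544/590 nm excitation/emission | Measure: Increased resorufin signal from activators or reducing compounds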
Active calls of the source: *; · = not tested or not shown. Unless noted, no stated cut-off is given here; in the data, active means inhibition above about 50%; inactive means the rest.

SMILES	RAM network inh	Lmaj promast	G6PDH counter	Diaph inh CS	Hsp70 activator	S1P3 antagonist	PMI act hi M6P	TLR4-MyD88 BLA	DTT redox prof	PMI act	Diaph act CS
COc1ccc(/C=C(/NC(=O)/C=C/c2ccccc2)C(=O)N2CCOCC2)cc1	1.3	-5	-6	8	-0.3	7	1	-10	-0.1	1	0.9
CCN1CCCC(OC(=O)Nc2ccccc2)C1 (stereo unspecified)	1.6	-2	-1	18	-0.1	-9	1	-6	2.1	1	0.8
O=C(CCCCCCC(=O)c1ccccc1)c1ccccc1	4.3	4	7	-8	-0.3	3	1.1	-6	0.5	1.1	1.1
Cc1ccc(-n2c(C)cc(/C=N/Nc3ccc([N+](=O)[O-])cn3)c2C)c(C)c1	4.7	21	-4	8	-0.2	·	0.9	19	-2.5	1	0.9
CC1(C)Cc2nc3sc4c(=O)n(CC(=O)NCc5ccco5)cnc4c3cc2CO1	0.8	-4	2	3	0.0	·	1.1	-4	0.1	1	1
COc1ccccc1NC(=O)CN1CCN(CC(=O)Nc2ccc3c(c2)OCCO3)CC1	0.5	55*	-8	11	-0.3	-54	1.1	7	2.5	1	0.9
CC(C)[C@H](NC(N)=O)C(=O)NCCc1ccc(Cl)cc1Cl	-2.0	3	9	4	0.1	-25	1	-11	-1.0	1	1
O=C(c1ccco1)c1cn(CC(=O)N2CCCCCC2)c2ccccc12	-0.1	3	0	12	1.0	-16	0.9	-5	0.1	0.9	0.9
O=C(O)C1CC(O)CN1S(=O)(=O)c1cccs1 (stereo unspecified)	1.4	-3	3	7	0.7	·	1.1	3	0.1	1	0.9
CCN(c1cccc(C)c1)S(=O)(=O)c1ccc2[nH]c(=O)c(=O)[nH]c2c1	-0.8	-8	0	17	0.0	-68	0.9	7	1.6	0.9	0.8
CCSc1ccc(-c2ccco2)nn1	2.1	-6	10	16	-0.3	-2	1.2	9	-0.2	1.3	0.8
Cc1ccc(S(=O)(=O)NC2=NCCC2)cc1	3.3	-2	7	5	-0.3	-5	1	-7	1.4	1.1	1
CCc1c(C#N)c(SCc2c(C)noc2C)nc2c1C(=O)CC(C)(C)C2	12*	29	-2	7	-0.3	6	0.9	-2	0.3	1	0.9
N#Cc1ccc(COC(=O)CSc2nnc(N)s2)cc1	0.5	-6	1	25	-0.3	-11	0.8	5	0.3	0.8	0.7
Cc1nn(CCCC(=O)Nc2c(F)cc(F)cc2Br)c(C)c1[N+](=O)[O-]	1.1	8	10	12	-0.3	-2	0.9	-7	-1.2	0.9	0.9
Cc1ccc(-c2nnn(CC(=O)N(CC(=O)NC3CCCCC3)c3cnc4ccccc4c3)n2)o1	·	7	·	·	-0.4	-3	·	8	2.5	·	·
Fc1ccccc1/C=N/NC(=S)Nc1ccc(Cl)cc1Cl	0.9	19	1	2	-0.2	11	1	19	-0.6	0.9	1
Cc1cc(N2CCOCC2)nc2ccc(NC(=S)N3CCN(c4ccccc4)CC3)cc12	2.7	4	4	10	-0.3	4	0.5	14	-1.2	0.8	0.9
CN(C)CCNc1nc(S(=O)(=O)c2ccccc2)c(Cl)s1	0.3	49	0	-1	-0.5	8	1.2	8	-0.4	1.1	1
O=C(CCc1ccccc1)Nc1ccc2c(c1)OCCO2	-0.6	-3	-5	-4	0.6	·	1.2	8	1.8	1.2	1
O=C(Nc1cc(Sc2nc3ccccc3s2)cc([N+](=O)[O-])c1)c1ccccc1	5.4	100*	-24	22	-0.2	-9	0.9	16	0.5	0.8	0.8
NC(=O)N/N=C/c1ccccc1OC(=O)c1ccccc1Br	3.7	-4	10	12	0.1	9	1	9	0.3	0.9	0.9
COc1cc(OC)nc(NC(=O)CSc2nc3ccccc3[nH]2)n1	-0.4	2	5	0	0.2	38	0.9	6	0.8	0.9	1
COCCCN(C(=S)Nc1cc(C)cc(C)c1)C(C)c1ccncc1 (stereo unspecified)	1.2	82*	-9	0	-0.2	-6	1.1	7	0.1	1	1
COc1cc(C)c(NC(=O)C(=S)NCc2ccccc2)cc1C	4.4	2	-3	5	0.5	-8	0.9	-11	-0.1	1	1
CCOC(=O)c1ccccc1NC(=O)CSc1nc2ccccc2o1	3.6	-7	5	23	0.2	-15	1	-3	-2.6	1.1	0.8
Nc1ccc(N2CCCCCC2)cc1	4.2	100*	26	41	0.3	6	1	2	0.2	1	0.6
Cc1cc(O)ccc1Nc1nc(-c2cccs2)cs1	1.5	28	3	30	1.1	-8	0.7	-8	-0.5	0.9	0.7
CCOC(=O)c1ccccc1NC(=O)Cn1cnc2c(cnn2-c2ccc(F)cc2)c1=O	8.1	0	2	7	0.1	-29	1	-1	-0.1	1	0.9
Cc1oc(-c2ccccc2)nc1CS(=O)CC(=O)O (stereo unspecified)	1.6	-3	2	20	-0.4	·	0.9	0	-1.1	0.9	0.8

Next section (three carried over from the part before).
SMILES	RAM network inh	Lmaj promast	G6PDH counter	Diaph inh CS	Hsp70 activator	S1P3 antagonist	PMI act hi M6P	TLR4-MyD88 BLA	DTT redox prof	PMI act	Diaph act CS
Cc1cc(O)ccc1Nc1nc(-c2cccs2)cs1	1.5	28	3	30	1.1	-8	0.7	-8	-0.5	0.9	0.7
CCOC(=O)c1ccccc1NC(=O)Cn1cnc2c(cnn2-c2ccc(F)cc2)c1=O	8.1	0	2	7	0.1	-29	1	-1	-0.1	1	0.9
Cc1oc(-c2ccccc2)nc1CS(=O)CC(=O)O (stereo unspecified)	1.6	-3	2	20	-0.4	·	0.9	0	-1.1	0.9	0.8
COC(=O)Cn1c(C)nc([N+](=O)[O-])c1Br	-0.3	2	3	6	-0.4	-4	1	-13	-0.1	1.2	0.9
S=C(Nc1ccc(OCc2ccccc2)cc1)Nc1cccc(Cl)c1Cl	2.4	2	-9	7	-0.4	1	1	5	1.7	0.9	0.9
CC1CCN(C(=O)CSc2nnc(-c3cccnc3)n2C2CCCCC2)CC1	-1.0	-6	8	12	-0.1	7	0.9	-14	0.7	0.8	0.9
Cc1cc(N2CCCC(C(=O)Nc3ccc4c(c3)CCC4)C2)n2ncnc2n1 (stereo unspecified)	0.1	2	-1	14	-0.1	9	1	5	-0.2	1	0.9
CC(C)(C)c1cc(NC(=O)CSc2nnc(N)s2)n(-c2ccccc2)n1	-0.4	-1	9	6	-0.4	-12	0.9	-17	0.1	0.9	0.9
CN1N=C(/C=C/c2ccccc2)CCC1=O	1.2	-10	4	5	0.6	-7	1.1	-6	5.9	1.1	1
COc1ccc(/C=C(\NC(=O)c2ccc(C)cc2)C(=O)NCC2CCCO2)cc1 (stereo unspecified)	-0.8	-8	13	12	-0.1	11	0.9	-8	-0.4	0.9	0.9
COc1cc(OC)cc(C(=O)N[C@H](C(=O)Nc2nc(-c3ccc(F)c(F)c3)cs2)C(C)C)c1	2.9	6	9	9	-0.2	-22	1	1	-0.9	1	0.9
COc1ccc2c(c1)CCC/C2=N/OC(=O)c1ccccc1OC	3.9	18	-5	10	-0.3	-7	0.9	12	-10	0.9	0.9
Cc1ccc(OCC(=O)NN=C2c3ccccc3-c3ccccc32)cc1	2.0	-4	3	-7	-0.3	·	1.1	-5	-4.4	1.1	1.1
Cc1ccc(-n2nc(C)cc2Nc2ncc(Cl)cc2Cl)cc1	0.2	3	2	14	-0.5	-9	0.9	-10	0.3	0.8	0.9
CCCNC(=O)Cc1c(O)c2ccccc2[nH]c1=O	0.7	-1	4	12	0.1	·	0.9	5	0.6	0.9	0.9
COc1ccc(C(C[N+](=O)[O-])C2(c3ccc(OC)c(OC)c3)C(=O)c3ccccc3C2=O)cc1 (stereo unspecified)	7.0	100*	-2	20	-0.5	-2	1	15	-0.3	0.8	0.8
CC(C)c1ccc(Nc2nnc(SCC(=O)c3nnc(-c4ccccc4)o3)s2)cc1	5.3	-6	-3	19	0.3	2	1	-6	0.0	1	0.8
CCCCCC1CCC(C(=O)O)CC1 (stereo unspecified)	-0.5	-4	2	-6	0.0	-18	1.1	7	0.0	1	1.1
Cc1ccc(S(=O)(=O)N(CC(=O)N2CCC(C)CC2)Cc2ccccc2F)cc1	3.3	82*	-1	17	-0.4	·	1	-4	0.6	0.9	0.8
CN(CCC1CCOCC1)Cc1cn[nH]c1-c1ccc(-c2ccccc2)cc1	-0.7	67*	13	12	-0.2	-9	0.9	-6	-0.8	0.9	0.9
COc1ccc(NC(=O)C(F)(F)F)cc1OC	-0.6	-1	2	10	-0.1	·	1	-5	2.9	0.9	0.9
O=c1c2c3c(sc2nc(NCCO)n1CCc1ccccc1)CCCCC3	5.9	16	-3	21	-0.5	-13	0.9	-3	0.2	0.9	0.8
CCOc1ccc(NC(=O)COC(=O)CCS(=O)(=O)c2ccc(C)cc2)cc1	2.5	-4	4	-1	-0.4	-4	1	-5	-0.6	1.1	1
COC(=O)c1cc(C#N)c(Oc2ccccc2OC)nc1C	0.8	1	-2	3	-0.3	·	0.9	-14	-1.7	0.9	1
O=C(c1cc(C2CC2)nc2ccc(Br)cc12)N1N=C(C(F)F)CC1(O)C(F)F (stereo unspecified)	1.8	13	-3	21	-0.2	·	0.9	10	0.8	1	0.8
COc1ccc(-c2cc(C(F)(F)F)c(C#N)c(SCC(=O)Nc3ccccc3C#N)n2)cc1	1.1	-6	0	-10	-0.1	·	1.1	7	0.5	1.1	1.1
CNC(=S)/N=C/NOCc1c(Cl)cccc1Cl	1.6	43	-1	8	0.0	0	1	-20	0.1	1.1	0.9
O=C(/C=C/c1cccc([N+](=O)[O-])c1)OC1CCCCC1=O (stereo unspecified)	1.5	-6	-3	6	-0.4	11	1	2	-0.3	1	0.9
CCn1cc(C(=O)N2CCc3ccccc32)c(=O)c2cc(S(=O)(=O)N3CCCC3)ccc21	-0.1	-1	20	16	0.4	-12	1	-5	0.3	1	0.8
COc1ccccc1N1CCN(C(=O)CN(c2ccc(C)c(C)c2)S(C)(=O)=O)CC1	0.7	3	-4	11	-0.1	·	1.1	2	0.1	1	0.9
O=C(Nc1ccccc1)Nc1ccccc1-n1ccnc1	0.7	80*	11	2	-0.4	-21	1	2	-0.4	1	1

This is a random part of the collection. About 12% of those tested had a hit in this group.
